12-LOX inh = Primary qHTS assay for inhibitors of human arachidonate 12S-lipoxygenase (ALOX12): Round 2; Potency, µM (top dose mostly 108 µM), without a hit: top-dose activity change, negative = inhibition, usual class: inhibitors; 580,000 compounds, 1.1% hits; Polyunsaturated fatty acid lipoxygenase ALOX12 (Homo sapiens), P18054; purified 12hLO, xylenol orange hydroperoxide absorbance; AID 1671190, 2021; active means well fitted inhibition curve with a large enough effect; inconclusive means small, poorly fitted or top-dose-only effect, or another doubt; inactive means no such curve, though single readings can be large or run the other way; further: potency means the concentration at half of the fitted maximal effect
Target sequence (P18054 whole entry, looked up): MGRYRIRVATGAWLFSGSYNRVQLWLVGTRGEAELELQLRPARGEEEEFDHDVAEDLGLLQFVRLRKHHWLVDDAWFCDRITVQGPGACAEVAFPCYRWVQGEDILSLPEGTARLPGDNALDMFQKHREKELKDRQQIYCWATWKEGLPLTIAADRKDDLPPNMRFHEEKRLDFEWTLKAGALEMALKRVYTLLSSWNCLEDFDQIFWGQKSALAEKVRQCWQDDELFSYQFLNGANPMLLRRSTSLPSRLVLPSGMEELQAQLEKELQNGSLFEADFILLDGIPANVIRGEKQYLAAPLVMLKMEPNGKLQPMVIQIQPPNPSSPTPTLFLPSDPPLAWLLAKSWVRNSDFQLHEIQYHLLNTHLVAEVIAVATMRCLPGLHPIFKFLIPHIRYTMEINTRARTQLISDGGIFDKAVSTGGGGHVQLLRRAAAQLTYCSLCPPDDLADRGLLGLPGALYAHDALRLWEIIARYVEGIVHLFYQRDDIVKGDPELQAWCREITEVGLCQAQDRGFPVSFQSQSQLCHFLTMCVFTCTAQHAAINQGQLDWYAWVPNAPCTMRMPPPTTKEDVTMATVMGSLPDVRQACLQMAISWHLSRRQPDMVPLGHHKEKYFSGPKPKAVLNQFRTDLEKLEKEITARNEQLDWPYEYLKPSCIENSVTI
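Purified human 12hLO (150 nM final) in 25 mM Hepes, 0.01% Triton X-100, pH 7.0 was preincubated 15 min at room temperature with compound. Then 40 uM arachidonic acid was added, 30 min. Hydroperoxide was read by Fe-XO absorbance ratio 573/405 nm.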
LDHA block = qHTS assay for inhibitors of human lactate dehydrogenase; L-lactate dehydrogenase A chain (Homo sapiens), P00338; purified LDHA, NADH/diaphorase-resazurin fluorescence; stronger effect = lower value; activity change, % (values are at about 110 or 230 µM); 480,000 compounds, 0.15% hits; AID 1347041, 2019; in the data active means activity change below about -30%; inconclusive means mostly about -25% to -30%;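 further: plate controls were DMSO wells for no effect and wells without enzyme for full effect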
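Human LDH5 at 2 nM final in Tris HCl pH 7.4 with 0.06 mM NADH and 0.2 mM pyruvate, reacted 5 minutes at room temperature. Remaining NADH coupled via diaphorase/resazurin; resorufin fluorescence read at 0 and 20 minutes, normalized to enzyme-free and DMSO wells.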
* hit, by the source's call; ? = inconclusive; [ ] = another dose, or the depositor's remark. Unless noted, on the % scale 0 is the no-effect control and ±100 the full control effect. An excerpt; count on the stated rates, not on these rows.

No.	canonical_smiles	12-LOX inh	LDHA block
1	N#CC1(NC(=O)CSc2nc(-c3cccs3)nc3ccccc23)CCCC1	-27%	3
2	CC(NC(=O)c1[nH]c2ccccc2c1Cl)c1ccc(F)cc1 (stereo unspecified)	11%	8
3	CCc1ccccc1NC(=O)c1cc(S(=O)(=O)NC2CC2)ccc1C	31%[activator]	2
4	CCc1cccc2c(C(=O)CSc3nnnn3C3CC3)c[nH]c12	-22%	8
5	CC(C)NC(=O)/C=C/c1ccc([N+](=O)[O-])cc1	-14%	4
6	COc1ccc(-c2cc(NC(=O)c3ccco3)n(C3CCS(=O)(=O)C3)n2)cc1 (stereo unspecified)	?	-2
7	CC(C)NC(=O)NC(=O)CN1CCCc2c(C(=O)NC(C)C)cccc21	?	3
8	COc1ccc(CNC(=O)CC2CCN(C(=O)c3ccc4nc(-c5ccc(C)cc5)oc4c3)CC2)cc1	?	0
9	COc1cc(C(=O)Nc2ccc3c(c2)NC(=O)C(C)O3)cc(OC)c1OC (stereo unspecified)	-30%	-24
10	c1ccc(CNc2nc(NCCc3ccncc3)c3sccc3n2)cc1	-18%	-5
11	Cc1csc(SCC(=O)Nc2ccccc2C(N)=O)n1	?	9
12	COc1ccc2cc(CN(C)C(=O)CNC(=O)c3ccc(Cl)cc3Cl)ccc2c1	52%[activator]	-1
13	CC1(C(=O)NC2CCCC2)CCC(=O)N1CCc1c[nH]c2ccccc12 (stereo unspecified)	2%	4
14	COc1ccc(S(=O)(=O)c2cc3c(cc2NC(=O)c2ccccc2Cl)n(C)c(=O)n3C)cc1	?	4
15	CNS(=O)(=O)Cc1ccccc1CNC(=O)c1cccc(F)c1	-4%	8

Random excerpt: 3 records from the list.
No.	canonical_smiles	12-LOX inh	LDHA block
7	CC(C)NC(=O)NC(=O)CN1CCCc2c(C(=O)NC(C)C)cccc21	?	3
5	CC(C)NC(=O)/C=C/c1ccc([N+](=O)[O-])cc1	-14%	4
11	Cc1csc(SCC(=O)Nc2ccccc2C(N)=O)n1	?	9

More records:
No.	canonical_smiles	12-LOX inh	LDHA block
16	CCC(C)(Nc1ccccc1)c1nnnn1-c1cccc(C)c1 (stereo unspecified)	-45%	1
17	COc1cccc(C2CC(=O)Nc3nc(N)sc32)c1OCc1ccccc1 (stereo unspecified)	7.9µM*	110
18	Cc1ccc(NC(=S)NCCC(c2ccccc2)c2ccccc2)cc1	?	10
19	CCOC(=O)c1c(C)n(C)c2ccc(OCC#N)cc12	4%	-2
20	CN(CC(=O)Nc1cc(C(F)(F)F)ccc1Cl)C1CCc2ccccc21 (stereo unspecified)	-3%	0
21	CC1(C)C(=O)Nc2ccccc2N1C(=O)COC(=O)c1cnccn1	?	-6
22	COc1cccc(CN(C)C(=O)CN2CCCC2c2ccc3c(c2)OCCO3)c1OC (stereo unspecified)	0%	1
23	Cc1nc(COc2ccccc2C(=O)N(C)c2ccccc2)no1	5%	-5
24	Cc1nc(CCNC(=O)c2scnc2C)cs1	?	4
25	CC(NC(=O)c1nn(Cc2ccccc2)c(=O)c2ccccc12)c1ccco1 (stereo unspecified)	?	2
26	COc1ccc(-c2noc(CSc3nnc(-c4ccco4)n3C)n2)c(OC)c1	?	12
27	O=C(Sc1ccc(Sc2ccc(SC(=O)c3ccco3)cc2)cc1)c1ccco1	10%	-12
28	CC(=O)c1ccc(-c2cnc3c(NC=O)cc(-c4ccc(S(C)(=O)=O)cc4)cn23)cc1	16%	-2
29	COC(=O)C(C)N1C(=O)S/C(=C\c2ccccc2C)C1=O (stereo unspecified)	?	-1
30	CCCCCCn1nc(C(=O)Nc2ccc(OC)c(Cl)c2)c2ccccc2c1=O	16%	-2
31	CN1CCN(c2ccc(-c3cc(NC=O)c4ncc(-c5ccc(F)cc5)n4c3)cc2)CC1	-26%	2
32	CC(O)(c1ccc(F)c(F)c1)c1nc(-c2cc3ccccc3o2)cs1 (stereo unspecified)	?	2
33	O=C(Nc1ccc2c(c1)OCO2)c1ccc2sc([C@@H]3O[C@H](CO)[C@@H](O)[C@H]3O)nc2c1	-2%	0
34	COc1cc(OC)c(C2C=CC(=O)CC2)c(OC)c1 (stereo unspecified)	-1%	11
35	COc1cccc2sc(N3CCN(C(=O)CCS(=O)(=O)c4ccc(C)cc4)CC3)nc12	?	14
36	O=C(O)c1ccc(-c2ccc(Br)cc2)s1	10%	-9
37	CC(C)Oc1ccc2ccccc2c1CNC[C@H]1O[C@@H](n2ccc(=O)[nH]c2=O)[C@H](O)[C@@H]1O	-21%	-11
38	O=C(C(c1ccccc1)c1ccccc1)N(Cc1ccccc1)C1CC1	5%	4
39	CCC(C)c1ccc(-c2csc(NC(=O)Cn3c(=O)c4c(ncn4C)n(C)c3=O)n2)cc1 (stereo unspecified)	?	1
40	N#CC1=C(SCC(=O)Nc2ccccc2)NC(=O)C(C#N)C12CCCC2 (stereo unspecified)	-2%	-12
41	O=C(CSc1nnc(Cc2cccs2)n1C1CC1)c1c[nH]c(C(=O)N2CCCC2)c1	1%	2
42	O=S(=O)(c1ccc2c(c1)CCO2)N1CCN(Cc2ccccc2)CC1	19%	-15
43	Cc1cc(C)n2ncc(-c3noc(C(=O)NC4CCCC4)n3)c2n1	?	0
44	COC(=O)[C@]12CCCCC=C1N(Cc1cccc3ccccc13)C(=O)[C@H](CC(=O)NCC13CC4CC(CC(C4)C1)C3)C2	-10%	-2
45	CC(C)c1cc(C(=O)NC(C2CC2)C2CC2)c2cnn(C(C)C)c2n1	?	-3
46	CN(C)C(=O)c1ccc2oc(CN3CCN(C(=O)Nc4cccc(Cl)c4)CC3)nc2c1	8%	6
47	O=C(COC(=O)c1ccc2ccccc2n1)Nc1ccc(F)cc1	?	4
48	Nc1nccnc1C(=O)NCCNc1cnccn1	-4%	8
49	C=CC[C@H]1CC=C[C@H](CC=C)N1	?	-5
50	O=C(NCCc1ccccn1)c1cccc(F)c1	0%	0
51	CN(C)C1(c2nnnn2-c2ccc3c(c2)OCCO3)C2CC3CC(C2)CC1C3 (stereo unspecified)	-30%	2
52	CC(C)CC(=O)Nc1ccc(NC(=O)c2ccccc2F)cc1	-12%	-3
53	CCn1c(SCC(=O)c2ccc(C#N)cc2)nnc1-c1ccccc1	-12%	-22
54	C/C=C/C[N+](C)(C/C=C/C)CC(=O)C(C)(C)C	-1%	-5
55	O=C(NC1CCCCC1)C(c1ccccc1)N(C(=O)c1cnccn1)c1cccs1 (stereo unspecified)	24%	16
56	Cc1ccc(S(=O)(=O)N2C[C@H]3C(=O)C[C@@H]4C(=O)N(c5ccccc5)C(=O)[C@@H]4[C@@H]3C[C@H]2c2cccc(Cl)c2)cc1	12%	-11
57	Cc1ncc(CO)c(CO)c1OCC(O)CN1CCN(c2ccc(F)cc2)CC1 (stereo unspecified)	-1%	1
58	CCOC(=O)CNC(=O)N1CCCCCC1c1ccc(C)s1 (stereo unspecified)	-28%	3
59	CC(C)(C)c1cc(SCc2ccc(C#N)cc2)cc(C(C)(C)C)c1O	?	15
60	Cc1ccc(C)c(N2CCN(C(=O)c3ccc(CS(=O)c4ccccc4)o3)CC2)c1 (stereo unspecified)	?	4

Shown with each value named: part of the list above
[52] CC(C)CC(=O)Nc1ccc(NC(=O)c2ccccc2F)cc1
  12-LOX inh: -12%
  LDHA block: -3

[53] CCn1c(SCC(=O)c2ccc(C#N)cc2)nnc1-c1ccccc1
  12-LOX inh: -12%
  LDHA block: -22

(more compounds)
No.	canonical_smiles	12-LOX inh	LDHA block
61	CC(C(=O)NCc1ccccc1F)n1nc(-c2ccccc2)c2ccccc21 (stereo unspecified)	-11%	-4
62	CC1=NN(c2nc(C)cc(C)n2)C(=O)C1Cc1cccc(Cl)c1 (stereo unspecified)	1%	-13
63	COc1cccc(CNC(=O)CSc2nc(C3CC3)nc3ccccc23)c1	-8%	2
64	N#Cc1nc(/C=C/c2cccs2)oc1NC1CCCCC1	-1%	10
65	CCc1cc(CC)n(-c2nc3c(c(=O)n(CCOC)c(=O)n3C)n2C)n1	0%	-4
66	O=C(O)c1ccc(OCc2nnnn2-c2ccccc2)cc1	5%	-3
67	CCOc1ccc(NS(=O)(=O)c2cc(C(=O)Nc3ccc4oc(C)nc4c3)ccc2Cl)cc1	13%	4
68	Cc1cc2nc(-c3ccc(C#N)cc3)c(Cc3cccc(F)c3)n2c(C)c1Br	?	-11
69	Cc1ccc(C(=O)NN2CC(C(=O)OCC(=O)c3ccccc3)CC2=O)cc1 (stereo unspecified)	-28%	5
70	Cc1cccc(Oc2coc3cc(OC(C)C(=O)OCCC(C)C)ccc3c2=O)c1 (stereo unspecified)	5%	2
71	N#Cc1nc(C2CC2)oc1N1CCN(CC(=O)NC(=O)NC2CC2)CC1	-5%	-11
72	Fc1cccc(OCc2nnc(-c3ccc(Br)cc3)o2)c1	?	10
73	C=CCC[C@@H](CCCCC)OC(=O)/C=C/[C@@H](O)[C@H](O)C[C@H](O)CC=C	-7%	-2
74	O=C(Nc1ccc(Cl)cc1C(F)(F)F)c1ccc(-c2ccccc2)cc1	9%	-3
75	O=[N+]([O-])c1cc(S(=O)(=O)Nc2ccc(Cl)cc2)ccc1N/N=C/c1ccccc1	13%	-3
76	CCc1ccc(OCc2nnc(SCc3cc(=O)c4ccccc4[nH]3)n2CC)cc1	-27%	-2
77	Cc1cccc(-c2cnc(C(O)c3cc(C)cc(C)c3)[nH]2)c1 (stereo unspecified)	-11%	-14
78	NC(=S)N/N=C1\C2C3C(Br)C4C5CC(C1C53)C24 (stereo unspecified)	?	2
79	CC(C)Cc1ccc(-c2cc3nc(NCc4cccc(Cl)c4)ccn3n2)cc1	-29%	-4
80	FC(F)(F)c1ccc(Cl)c(N/N=C/c2ccccc2C(F)(F)F)c1	?	1
81	NC(=O)c1ccc(NC(=O)CSc2ccc3ccccc3n2)cc1	?	4
82	CC(=O)CNC(C)(C)C(C)=O	-27%	0
83	Cc1cc(C)c2oc(C(=O)Nc3nnc(SCc4ccc(F)cc4)s3)cc(=O)c2c1	5%	8
84	C=CCNC(=O)CSc1ncc(-c2ccc(F)cc2)o1	?	0
85	N#CCc1ccc(NC(=O)CNc2ccccc2C(N)=O)cc1	?	-2
86	Cc1cc2nc(-c3ccc(Cl)cc3)c(CC3CCCCC3)n2c(C)c1Br	?	-4
87	COc1ccc(NC(=O)C(c2ccc(C#N)cc2)n2c(=O)c(-c3ccco3)nc3ccccc32)cc1 (stereo unspecified)	?	4
88	Cc1ccccc1-c1cc(=O)c2cc(NC(=O)c3cccs3)ccc2o1	-26%	-1
89	COc1ccc(CC(=O)c2ccc(O)c(C)c2O)cc1	?	1
90	CC(C)C(=O)N1CCN(C(=O)Cn2cnc3sccc3c2=O)CC1	18%	-6
91	OC[C@@H]1CN(Cc2ccncc2)C[C@H](n2cnc3c(NC4CC4)ncnc32)O1	-3%	-9
92	CC(=O)NCc1ccc(-c2csc(Nc3ccc(Cl)cc3)n2)s1	?	10
93	COC(=O)c1c(NC(=O)CSc2ncnc3ccccc23)sc2c1CCCCC2	?	2
94	COc1ccc2c(=O)c(Oc3cccc(C)c3)c(C(F)(F)F)oc2c1	-7%	-4
95	O=C1CSc2ccc(S(=O)(=O)CCC(=O)N(CCc3ccccc3)Cc3ccccc3)cc2N1	-54%	7
96	CN1C(=O)C2(CC(=O)Nc3c2cnn3Cc2ccc(Cl)cc2)c2c(Cl)cccc21 (stereo unspecified)	?	-5
97	COc1ccc(-c2csc(C(O)c3cccc(OC)c3)n2)cc1 (stereo unspecified)	1%	-4
98	COC(=O)c1[nH]c2ccc(Cl)cc2c1NC(=O)C(C)N1CCC2(CC1)OCCO2 (stereo unspecified)	-22%	4
99	CCn1c(Cc2ccccc2)nnc1SC(C)c1nc2ccccc2c(=O)[nH]1 (stereo unspecified)	-23%	1
100	Cc1ccc(-n2nnnc2C2(Nc3ccccc3C)CCCCC2)cc1	1%	-4
101	CC(=O)N1CCN(c2ccccc2NC(=O)c2ccc(-c3ccccc3)cc2)CC1	?	0
102	O=C(NC1CCN(C(=O)c2cc(-c3ccccc3)nc3ccccc23)CC1)c1ccccc1	0%	-16
103	Cc1ccc(-n2[nH]c(C)c(C3SCc4cc(C)c(C)cc4CS3)c2=O)cc1	?	4
104	O=c1[nH]c2ccc(-c3csc(NC4CC4)n3)cc2[nH]1	18µM*	13
105	CC(C)NC(=O)c1cc(-c2ccco2)nc2ccccc12	?	-5
106	CCOC(=O)C(NC(=O)C1C2CC3CC(C2)CC1C3)C(=O)OCC (stereo unspecified)	?	10
107	COc1ccc(-c2nc(CSCC(=O)Nc3cccc(C#N)c3)co2)cc1	38%[activator]	-7
108	O=C(NCc1ccccc1)c1[nH]c(C(F)(F)F)nc1-c1ccccc1	?	-6
109	CCCCN(C)CC1CCN(C(=O)Nc2ccc(F)cc2)CC1	-2%	10

Laid out differently: entries from further up
#106 CCOC(=O)C(NC(=O)C1C2CC3CC(C2)CC1C3)C(=O)OCC (stereo unspecified)
  12-LOX inh = ? | LDHA block = 10

#107 COc1ccc(-c2nc(CSCC(=O)Nc3cccc(C#N)c3)co2)cc1
  12-LOX inh = 38%[activator] | LDHA block = -7
